Compound activity deposited in PubChem BioAssay by National Center for Advancing Translational Sciences (NCATS).
POLH inh = qHTS for Inhibitors of Polymerase Eta; recombinant Pol eta, fluorescent DNA replication assay; AID 588591, 2011; actives 1.2% (n = 390,000); Potency, µM (titrated, usually from 114 µM), for inactives: at the highest dose activity change, negative = inhibition, usual class: inhibitors; further: potency means the concentration at half of the fitted maximal effect; on the % scale 0 is the no-effect control and ±100 the full control effect
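Pol eta (10 nM) was preincubated with compounds for 15 min at room temperature, after which fluorescent replication substrate (50 nM final) was added to start the reaction. Fluorescence was read kinetically at 0 and 10 min.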
BAZ2B inh = qHTS Assay for Inhibitors of BAZ2B; AlphaScreen BAZ2B-H3K14Ac peptide displacement; Bromodomain adjacent to zinc finger domain protein 2B (Homo sapiens), Q9UIF8; Potency, µM (series often up to 114 µM), without a hit: at the top dose activity change, negative = inhibition, actives largely listed as inhibitors; AID 504333, 2011; actives 4.4% (n = 360,000); further: potency means the concentration at half of the fitted maximal effect; on the % scale 0 is the no-effect control and ±100 the full control effect; nearly all actives have a fitted effect of over 60% in size
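Multi-concentration screen (max 110 uM) measuring displacement of acetylated histone H3 peptide from BAZ2B by AlphaScreen, using 50 nM protein, 50 nM peptide and 10 ug/mL streptavidin donor plus Ni-chelate acceptor beads.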
HP1b binding inh = HTS for Inhibitors of HP1-beta Chromodomain Interactions with Methylated Histone Tails. Chromobox protein homolog 1 (Homo sapiens), P83916. AID 540317, 2011. AlphaScreen HP1-beta / biotin-H3K9me3 peptide binding. actives 0.56% (n = 390,000). Potency, µM (series often up to 114 µM), without a hit: at the top dose activity change, negative = inhibition, most hits filed as inhibitors; further: potency means the concentration at half of the fitted maximal effect; nearly all actives have a fitted effect of over 70% in size; inactives centre near 23
Target sequence (P83916 whole entry, looked up): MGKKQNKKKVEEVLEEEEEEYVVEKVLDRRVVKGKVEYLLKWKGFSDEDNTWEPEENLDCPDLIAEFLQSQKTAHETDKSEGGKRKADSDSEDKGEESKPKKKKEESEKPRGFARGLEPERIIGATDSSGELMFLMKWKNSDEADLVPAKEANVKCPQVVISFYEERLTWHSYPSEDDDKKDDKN
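AlphaScreen: HP1-beta (50 nM) preformed 30 min with biotin-H3(1-18)K9me3 peptide (50 nM) in PBS pH 7.4, 0.01% Tween-20. Compound added for 30 min at RT, then streptavidin donor/nickel chelate acceptor beads (10 ug/mL) for 30 min.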
GLS inh = qHTS for Inhibitors of Glutaminase (GLS); Glutaminase kidney isoform, mitochondrial (Homo sapiens), O94925; GLS enzymatic activity, qHTS titration; Potency, µM (highest dose often 45.5 µM), inactives show top-dose activity change, negative = inhibition, most hits filed as inhibitors; actives 0.21% (n = 410,000); AID 624170, 2012; further: potency means the concentration at half of the fitted maximal effect; on the % scale 0 is the no-effect control and ±100 the full control effect
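Assay buffer: 45 mM KH2PO4 pH 8.2, 0.02% Tween-20. hKGA acts on L-glutamine (1 mM solution added); product glutamate is reported by an oxidase/peroxidase Amplex Red coupling, with fluorescence taken at baseline and 30 min.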
JMJD2A Tudor = qHTS Assay for Inhibitors of JMJD2A-Tudor Domain; Potency, µM (top dose mostly 114 µM), without a hit: at the highest dose activity change, negative = inhibition, usual class: inhibitors; actives 4.4% (n = 390,000); AlphaScreen JMJD2A-Tudor / H3K4me3 peptide binding; further: potency means the concentration at half of the fitted maximal effect; on the % scale 0 is the no-effect control and ±100 the full control effect; nearly all actives have a fitted effect of over 50% in size
Pin1 inh = qHTS Assay to Find Inhibitors of Pin1. Pin1 FP peptide displacement, HiFluor488, 10 min. Peptidyl-prolyl cis-trans isomerase NIMA-interacting 1 (Homo sapiens), Q13526. Potency, µM (series often up to 115 µM), for the others: at the highest dose activity, negative = inhibition, most hits filed as inhibitors. AID 504891, 2011. actives 0.009% (n = 390,000); active means well fitted inhibition curve with a large enough effect in the polarisation, with a control signal flat, not every such curve was filed as active; inconclusive means small, poorly fitted or top-dose-only effect, or effect the other way, or a change in a side signal; inactive means no such curve, though single readings can be large or run the other way; the % refers to the polarisation; further: potency means the concentration at half of the fitted maximal effect; on the % scale 0 is the no-effect control and ±100 the full control effect
Tb PGK inh = qHTS Assay to Find Inhibitors of Phosphoglycerate Kinase. Phosphoglycerate kinase, glycosomal (Trypanosoma brucei brucei), P07378. Potency, µM (highest dose often 57.5 µM), without a hit: at the top dose activity change, negative = inhibition, hits mostly inhibitors. AID 602233, 2012. PGK/GAPDH coupled, Kinase-Glo luminescence, 60 min. actives 0.043% (n = 380,000); further: potency means the concentration at half of the fitted maximal effect; on the % scale 0 is the no-effect control and ±100 the full control effect; nearly all actives have a fitted effect of over 60% in size
Target sequence (P07378 whole entry, looked up): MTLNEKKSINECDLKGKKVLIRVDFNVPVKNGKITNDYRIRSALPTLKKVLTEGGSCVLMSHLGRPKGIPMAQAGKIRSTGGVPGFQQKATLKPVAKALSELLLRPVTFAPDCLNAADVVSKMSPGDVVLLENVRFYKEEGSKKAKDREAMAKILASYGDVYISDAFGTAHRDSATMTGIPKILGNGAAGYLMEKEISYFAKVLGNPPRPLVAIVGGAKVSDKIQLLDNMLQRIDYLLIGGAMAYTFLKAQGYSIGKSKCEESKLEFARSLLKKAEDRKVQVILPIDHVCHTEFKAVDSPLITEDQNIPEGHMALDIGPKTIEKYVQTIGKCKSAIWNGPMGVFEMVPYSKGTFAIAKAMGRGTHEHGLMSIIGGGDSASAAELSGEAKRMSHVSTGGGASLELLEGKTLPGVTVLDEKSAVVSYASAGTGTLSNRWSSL
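Recombinant glycosomal PGK reaction used 1,3-bisphosphoglycerate generated in-well by GAPDH (100nM final) in 100mM TEA pH 7.6, 5mM MgCl2, 0.01% Tween-20. After 60 minutes at room temperature, ATP was read by Kinase-Glo Plus luminescence end-point.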
PI4K2A block = qHTS for small molecular inhibitors of PI4K2A. Phosphatidylinositol 4-kinase type 2-alpha (Homo sapiens), Q9BTU6. purified PI4K2A, ADP-Glo luminescence, 1 h; hits give low values. activity change, negative = inhibition, % at 76.9 µM. actives 0.13% (n = 420,000); in the data active means activity change below about -50%; inconclusive means mostly about -30% to -49%;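 further: -100% = wells without enzyme as full effect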
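ADP-Glo luminescence measured ADP generated by PI4K2A enzyme (4 ug/mL before mixing) with 1.2 mM PI substrate (pre-mix) and 300 microM ATP (pre-mix). Tris pH7.5 buffer with MgCl2, Triton X-100; 1 h reaction at ambient temperature.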
G9a inh = qHTS Assay for Inhibitors of Histone Lysine Methyltransferase G9a; actives 8.8% (n = 350,000); G9a H3K9 monomethylation, AlphaScreen, 2 h; AID 504332, 2011; Potency, µM (titrated, usually from 102 µM), inactives show at the highest dose activity, negative = inhibition, usual class: inhibitors; further: potency means the concentration at half of the fitted maximal effect; on the % scale 0 is the no-effect control and ±100 the full control effect; nearly all actives have a fitted effect of over 75% in size
Target sequence (Q96KQ7 913-1193 limits assumed): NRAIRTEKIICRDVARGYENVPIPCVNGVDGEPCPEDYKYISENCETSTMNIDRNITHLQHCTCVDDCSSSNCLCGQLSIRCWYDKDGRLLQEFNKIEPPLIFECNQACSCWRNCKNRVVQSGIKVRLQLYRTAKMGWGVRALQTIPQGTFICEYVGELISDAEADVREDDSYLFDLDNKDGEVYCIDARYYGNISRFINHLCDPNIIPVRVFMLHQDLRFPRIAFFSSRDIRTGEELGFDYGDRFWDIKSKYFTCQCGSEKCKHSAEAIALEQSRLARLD
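Enzyme 20 nM + cpd, 15 min RT; add b-H3K9 pep 500 nM / SAM 20 uM; 2 h RT; anti-H3K9me1 Ab 0.5 ug/mL + SA donor / anti-rabbit acceptor beads 20 ug/mL each, 10 min; AlphaScreen read.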
The depositor's hits bear a star; i = inactive; ? = inconclusive; . = no result given; & = joins results of further samples; [ ] = another dose, or the depositor's remark. Unless noted, the call rests on the fitted dose curve; in most records, active means well fitted curve in the direction sought with a large enough effect; inconclusive means small, poorly fitted or top-dose-only effect, or another doubt; inactive means no such curve, though single readings can be large; an effect the other way counts as inactive or inconclusive. The list is partial; count on the stated rates, not on these rows.

SMILES | POLH inh | BAZ2B inh | HP1b binding inh | GLS inh | JMJD2A Tudor | Pin1 inh | Tb PGK inh | PI4K2A block | G9a inh
COc1ccc(-c2nc(CN3CCC(C(=O)NC4CCN(Cc5ccccc5)CC4)CC3)c(C)o2)cc1OC | 5% | -14%[57.1 µM] | 24% | -2% | -13% | -2% | 0% | 3 | -10%
CCCC(C)NC(=O)Cc1ccccc1 (centres undefined) | 3% | 23% | 17%[57 µM] | 1% | -2% | -4% | i | 0 | 9%
CCC(C)(C(=O)NC1CCCC1)N(Cc1ccco1)C(=O)c1ccccn1 (centres undefined) | 8% | 8% | 7% | 6% | -21% | -8% | -8% | 3 | 25%
COc1ccccc1N1CCN(C(=O)c2cc3c(s2)CCCCC3)CC1 | -13% | -27% | -9% | 0% | ? | 3% | 5% | 3 | -11%
CCOc1ccc(-c2cc(NC(=O)Nc3cccc(C(C)=O)c3)c(C(=O)OC)s2)cc1 | -15% | -3% | 46%[activator] | 0% | -11% | 2% | 0% | -3 | 12%[59 µM]
O=C(Cn1c(=O)n(-c2ccccc2Cl)c(=O)c2sc3ccccc3c21)N1CCCC1 | -10% | -25% | 25% | 1% | -9% | 3% | 9% | -1 | 3%[59 µM]
COCCn1nnnc1C(c1ccccc1Cl)N1CCN(c2ccccc2OC)CC1 (centres undefined) | -14% | . | 31% | -2% | -12% | -12% | -1% | 3 | -5%[59 µM]
CC(C)(C)OC(=O)C[C@@H]1C/C=C\C[C@H](CC(=O)N(CCO)Cc2ccccc2)C(=O)NCCOC1=O | -7% | . | 33% | -4% | 1% | 2% | i | -3 | .
Cc1noc(C)c1COc1ccccc1C(=O)NCCc1ccc(Cl)cc1 | -14% | 3% | 29% | -8% | -8% | -2% | -10% | 2 | 10%
CC1=NN(c2ccc(C)cc2C)C(=O)C1C(c1cccc(O)c1)C1C(=O)N(c2ccc(C)cc2C)N=C1C (centres undefined) | -21% | -9% | -2% | ? | -27% | -4% | -2% | -8 | -6%[59 µM]
COc1cc(/C=C2/SC(=S)N(Cc3ccccc3)C2=O)ccc1OS(C)(=O)=O | 1% | ? | -26% | 0% | ? | 5% | 2% | 3 | 13µM*
COc1ccccc1/C=C1\N=C(C(C)(C)C)OC1=O | 6% | 40%[activator] | ? | 14% | 50µM* | -11% | -3% | 8 | 84%[activator]
Nc1cccc(C(=O)N/N=C/c2ccsc2)c1 | -8% | 0% | 2% | -15% | -12% | -4% | -9% | 1 | 41%[activator]
CCCCn1c(N)c(N(CC)C(=O)CSCc2c(C)noc2C)c(=O)[nH]c1=O | -22% | -8% | 30% | 4% | -14% | -10% | i | -1 | 45µM*
Cc1nn(-c2ccc(N3CCOCC3)nn2)c(C)c1CCC(=O)NCc1ccccc1 | -16%&-4% | -38%&-14% | 56%&22%[activator] | -3%&6% | -9%&-3% | -4%&-6% | 6%&11% | -16&-3 | -9%&8%[59 µM]
O=C(NCCCN1CCCC1=O)Nc1ccc(F)c(Cl)c1 | -15% | 9% | 24% | -2% | 9% | -7% | 1% | 6 | 15%
CCOc1ccc(N2CC(C(=O)Nc3cc(C)on3)CC2=O)cc1 (centres undefined) | -15% | 6% | 8% | 6% | -16% | -5% | i | 1 | 12%[59 µM]
C[N+](C)(C)CCNC(=O)c1c(O)c2c([nH]c1=O)CCCC2 | 3% | -18% | 4% | 3% | -27% | 3% | -3% | 1 | 10µM*
COC(=O)C(C)N1C(=O)S/C(=C\c2cc(C)n(-c3ccccn3)c2C)C1=O (centres undefined) | -11% | ? | 0% | 1% | ? | 5% | -6% | 1 | 56µM*
COc1ccc(CN(C(=O)c2ccco2)c2ccc(C)c(C)c2)cc1 | -11% | 2% | 35% | 0% | -7% | -3% | -1% | 3 | 21%
Cc1c(C(=O)N2CCCCCC2)nnn1-c1nonc1N | -19% | 2% | 42%[activator] | -7% | -11% | -1% | -5% | -2 | -9%[0.501 µM]
O=C(Nc1ccccc1C(=O)NCCCN1CCOCC1)c1ccc(F)cc1 | -10% | -4% | 71%[activator] | -1% | -16% | 1% | 0% | -2 | -11%[12.7 µM]
COc1ccc(-c2nc(C)c(C(C)=O)n2O)cc1[N+](=O)[O-] | -6% | -16% | 37% | 4% | -26% | -5% | -15% | -6 | 56µM*
Cc1cc(=O)n(CC(=O)N2CCCc3ccccc32)c2c1c(C)nn2-c1cccc(F)c1 | -14% | -5% | 4% | 7% | -12% | -7% | -10% | -1 | 12%[59 µM]
O=C(NCc1ccncc1)C(=O)Nc1nccs1 | -5% | ? | 8% | 2% | ? | 0% | -10% | 0 | 14µM*

Further records:
SMILES | POLH inh | BAZ2B inh | HP1b binding inh | GLS inh | JMJD2A Tudor | Pin1 inh | Tb PGK inh | PI4K2A block | G9a inh
O=C(NOC(=O)c1c(F)cccc1Cl)c1ccc(Cl)c(Cl)c1 | -12% | -26% | 4% | -6% | -10% | 5% | i | 1 | ?
O=S(=O)(Nc1ccc(-c2ccc(N3CCCCCC3)nn2)cc1)c1cccc(C(F)(F)F)c1 | -6% | -11% | ? | 18% | -21% | 18% | 8% | 1 | -3%[59 µM]
COc1ccc(N(C(=O)c2ccccc2C)S(=O)(=O)c2ccc(Cl)cc2)cc1 | -14% | 15% | 75%[activator] | -11% | -5% | 11% | 3% | 6 | 48%[activator][59 µM]
CC(C)(C)Cc1nnc(NC(=O)c2ccco2)s1 | -17% | -20% | 6% | 0% | -16% | 2% | -3% | -4 | 12%[59 µM]
O=C(CCn1c(=O)oc2ccc(Cl)cc21)N1CCN(Cc2ccccc2)CC1 | -22% | 3% | 41%[activator] | 2% | -6% | -1% | -4% | 5 | ?
O=S(=O)(Nc1ccc(-c2ccc(N3CCCC3)nn2)cc1)c1ccc(C(F)(F)F)cc1 | 1% | -3% | 4%[57 µM] | 21% | -28% | 1% | -2% | 1 | 2%[59 µM]
COCc1cc(CN2CCN(CCc3ccccc3)C(CCO)C2)ccc1OC (centres undefined) | -16% | -2% | 11% | 0% | -7% | -8% | -6% | 2 | 36%
Cc1cc(Cl)ccc1OC(C)c1nnc(N)s1 (centres undefined) | -3% | 6% | 13% | 1% | -9% | 3% | -6% | 5 | 18%[59 µM]
Cc1cccc(-n2c(=O)c3c(c4cc(C)ccc4n3C)n(CC(=O)Nc3ccc(C)c(C)c3)c2=O)c1 | 6% | -4% | 16% | 4% | -19% | 0% | -8% | 1 | 5%[59 µM]
CCOC(=O)c1csc(-c2snnc2C)n1 | 5% | -1% | 34% | 1% | -8% | -1% | 4% | -3 | 18%
Cc1ccc(C)c(OCC(=O)Nc2ccc(N3CCOCC3)cc2N2CCOCC2)c1 | -9% | ? | -34% | 19% | ? | ? | -2% | 2 | ?
COC(=O)c1cnn(C(=O)c2ccccc2Br)c1N | -6% | 2% | 28% | 6% | -12% | -2% | -8% | 2 | 16%[59 µM]
CN(C)CCCn1c(SCc2c(Cl)cccc2Cl)nnc1-c1ccncc1 | 1% | 71µM* | ? | 0% | 20µM* | -1% | -1% | 6 | 10µM*
COc1ccccc1CNC(=O)CN1C(=O)COc2ccc(S(=O)(=O)N3CCC(C)CC3)cc21 | -21% | -15% | 26% | -11% | -21% | -5% | -6% | -4 | -2%[59 µM]
Cc1c(N=Cc2ccc(Br)s2)cccc1[N+](=O)[O-] | 8% | 4% | 14% | 13% | -18% | 2% | -5% | 2 | -11%[59 µM]

Part of the list above in another layout:
molecule,POLH inh,BAZ2B inh,HP1b binding inh,GLS inh,JMJD2A Tudor,Pin1 inh,Tb PGK inh,PI4K2A block,G9a inh
CCOc1ccc(N2CC(C(=O)Nc3cc(C)on3)CC2=O)cc1 (centres undefined),-15%,6%,8%,6%,-16%,-5%,i,1,12%[59 µM]
O=C(CCn1c(=O)oc2ccc(Cl)cc21)N1CCN(Cc2ccccc2)CC1,-22%,3%,41%[activator],2%,-6%,-1%,-4%,5,?
CC1=NN(c2ccc(C)cc2C)C(=O)C1C(c1cccc(O)c1)C1C(=O)N(c2ccc(C)cc2C)N=C1C (centres undefined),-21%,-9%,-2%,?,-27%,-4%,-2%,-8,-6%[59 µM]
COC(=O)c1cnn(C(=O)c2ccccc2Br)c1N,-6%,2%,28%,6%,-12%,-2%,-8%,2,16%[59 µM]
COc1ccc(-c2nc(CN3CCC(C(=O)NC4CCN(Cc5ccccc5)CC4)CC3)c(C)o2)cc1OC,5%,-14%[57.1 µM],24%,-2%,-13%,-2%,0%,3,-10%
Cc1c(C(=O)N2CCCCCC2)nnn1-c1nonc1N,-19%,2%,42%[activator],-7%,-11%,-1%,-5%,-2,-9%[0.501 µM]
